# High-throughput results deposited in PubChem by several laboratories.
# RT RNaseH block – blocks HIV-1 RNase H cleavage of RNA/DNA duplex. P04585. RT-RNase H RNA/DNA duplex cleavage, fluorescence. inhibition, % at 10 µM. 65,000 tested, 1.9% active; in the data active means inhibition above about 50%
# RmlC RmlD mix – inhibitors of RmlC and RmlD coupled enzymes; RmlC/RmlD coupled enzyme inhibition, 384-well mixture HTS; inhibition, % at 5.5 µM; 110,000 tested, 0.39% active; AID 1532; in the data active means inhibition above about 30%, passing the limit was not always enough; further: strong numbers were not always called active
# * = called active by the depositor; . = not tested or not shown.
structure	RmlC RmlD mix	RT RNaseH block
O=C(NC1CCCCC1)c1sc(=S)n2c1[nH]c(=O)c1ccccc12	11.5	74.0*
Cc1ccc(C)c(N(CC(=O)NCCC2=CCCCC2)S(C)(=O)=O)c1	7.0	.
CCc1cc(OCCN2C(=O)NC(C)(C)C2=O)ccc1Cl	-14.9	.
O=C(Nc1ccc(Cl)c(Cl)c1)OCCNC(=O)c1cccc(Cl)c1	-8.1	.
NC(=O)C1=C[C@@H](c2ccc(Br)cc2)C[C@@H](OCc2ccc(CO)cc2)O1	6.0	.
COc1ccc(C2C(C(N)=O)=C(C)Nc3ncnn32)cc1 (centres undefined)	8.6	4.1
O=C(CN(Cc1ccco1)C(=O)CNS(=O)(=O)c1ccc(Cl)cc1)NC1CCCCC1	4.4	-2.8
COC(=O)c1c(C(C)=O)cnc2ccc(Br)cc12	9.8	-4.0
COc1ccc(N2CCN(c3oc(Cc4ccccc4)nc3C#N)CC2)cc1	-27.5	.
CC1=C(C(=O)OC2CCCCCCC2)C(c2ccc(O)cc2)NC(=O)N1 (centres undefined)	-12.1	-41.6
C/C(=N\OC(=O)Nc1ccc(Cl)cc1)c1ncc(C(F)(F)F)cc1N1CCOCC1	-15.5	.
CCOc1ccc(NC(=O)CSc2nnc(C)n2CC2CCCO2)cc1 (centres undefined)	-13.4	.
Cc1nn(CC(=O)NCc2ccccc2)c(=O)c2ccccc12	-10.1	-2.3
CC(C)(C)OC(=O)N1CCC(CC2CC(c3ccccc3)=NO2)(C(=O)O)CC1 (centres undefined)	1.8	.
C/C(N)=C(/C#N)C(=O)COC(=O)c1ccncc1	8.4	5.2
CN1/C(=C/C2CC(=O)N(c3ccc([N+](=O)[O-])cc3)C2=O)C(C)(C)c2ccccc21 (centres undefined)	-10.2	.
Cc1[nH]c(=O)[nH]c(=O)c1S(=O)(=O)N1CCCC(C(=O)N2CCN(c3ccccc3Cl)CC2)C1 (centres undefined)	-8.6	-0.5
CN(Cc1ccccc1)c1nc2c(c(=O)n(C)c(=O)n2C)n1CCCc1ccccc1	-13.2	-3.2
CCOC(=O)CNC(=O)Cn1cnc2c(nnn2-c2cccc(Cl)c2)c1=O	3.2	1.9
CCOc1ccc(S(=O)(=O)N(CC(N)=O)c2ccc(C)cc2)cc1	-2.0	-0.3
Cc1nc2sccn2c(=O)c1CCN1CCC(=C(c2ccccc2)c2ccc(F)cc2)CC1	-8.0	1.4
COCC(=O)Nc1nnc(CCc2ccccc2)s1	6.7	-8.1
Cc1cc(Cl)ccc1OC(C)C(=O)Nc1ccc(S(=O)(=O)Nc2cnc3ccccc3n2)cc1 (centres undefined)	-11.7	.
CC1CCN(C(=O)C(Cc2ccccc2)n2cccc2)CC1 (centres undefined)	-8.4	-6.5
COc1cc(NCCCCCCCN)c2ncccc2c1	-15.3	.
COc1ccc(NC2=C(C(C)=O)C(c3ccc4c(c3)OCO4)C(C(C)=O)C(C)(O)C2)cc1 (centres undefined)	12.6	5.3
O=C(C1CCN(S(=O)(=O)c2ccc(F)cc2)CC1)N1CCOCC1	-6.9	-7.0
Cc1cc(C)cc(CC2CC(=O)N(c3nc(C)cc(C)n3)C2=O)c1 (centres undefined)	10.8	-5.3
CC(C)COCC1CC2(CC(C)C(=O)CC2=O)C(=O)O1 (centres undefined)	15.8	-10.6
C/C(NCCCn1ccnc1)=C(\C#N)C(N)=O	-8.5	-6.0

structure	RmlC RmlD mix	RT RNaseH block
CCN(CC)CC(O)COc1ccc2c(c1)c(C(C)=O)c(C)n2-c1ccccc1 (centres undefined)	-5.5	.
O=C(O)CN(c1ccc2c(c1)OCCO2)S(=O)(=O)c1ccccc1	-10.8	-6.5
CC(C)Cc1nc2n[nH]c(N)c2c2c1CCC2	3.2	-11.7
Cn1c(SCC(=O)N2CCN(c3ccccc3)CC2)nnc1-c1ccco1	26.7	.
CN(CCCNS(=O)(=O)c1cccc2cccnc12)Cc1ccccc1	13.2	.
CC(=O)c1c(C)[nH]c(C(=O)NC2=NCCS2)c1C	13.6	-7.5
COc1ccc(-c2c(C(F)(F)F)oc3c(CN4CCN(C)CC4)c(O)ccc3c2=O)cc1	6.9	2.4
COc1ccc(OC)c(S(=O)(=O)NC2CCCCC2)c1	4.4	.
S=C1NC(c2ccccc2)=NCN1c1ccccc1	-11.3	.
N#Cc1ccccc1Cn1c(=O)n(C2CCCC2)c(=O)c2ccccc21	10.5	.
N#Cc1c(NC(=O)c2ccncc2)sc2c1CCC2	15.0	63.6*
N#CC1=C2SCN(Cc3ccccc3)CN2C(=O)CC1c1ccc2c(c1)OCO2 (centres undefined)	10.9	-24.5
Cc1nnc(NC(=O)c2cccc(F)c2)s1	.	-4.3
COC(=O)C(Cc1cnc(Cl)s1)(C(=O)OC)c1ccccc1[N+](=O)[O-]	-10.6	.
Cc1ccc(CNc2ccc(CNc3ncn[nH]3)cc2)cc1	13.6	.
COc1cc(C)c(CNc2cccc(C)c2)cc1C	12.3	.
Cc1cc(C)n2nc(C(=O)Nc3nccs3)nc2n1	-10.4	.
O=C(OCc1cc2ccccc2[nH]c1=O)c1ccncc1	-3.0	-46.5
c1ccc2c(CCNc3ncnc4nc[nH]c34)c[nH]c2c1	5.5	-15.8
Cc1ccc(NC(=O)c2ccc(F)cc2F)cc1	-7.7	.
COc1ccccc1-n1cnnc1SC1CCOC1=O (centres undefined)	6.5	-12.9
CCCOC(=O)/C(=C\c1ccc([N+](=O)[O-])o1)NC(=O)c1ccccc1	9.7	.
Cc1sc(-n2c(C)cc(/C=C3\SC(=S)NC3=O)c2C)c(C#N)c1C	0.3	.
Cc1ccc(CSc2ncnc3c2cnn3Cc2ccccc2)cc1C	-5.9	.
CCN(CC)CCCN=Cc1c(O)n(-c2ccccc2F)c(=O)[nH]c1=O	4.3	-5.3
O=c1cc(NCc2ccco2)[nH]c(=O)n1-c1ccc(Br)cc1	-9.2	-8.0
CCC(NS(=O)(=O)c1ccc(C)cc1)C(=O)N1CCN(c2ccccn2)CC1 (centres undefined)	4.0	.
CC(=O)N1CCc2cc(S(=O)(=O)NCCC(=O)NCCc3ccccc3)ccc21	4.0	4.8
O=C(Nc1ccc(Cl)c(C(F)(F)F)c1)[C@@H]1CC=C[C@@H]2CCN(Cc3ccccc3)C(=O)[C@@H]21	3.9	.
Cc1cc(O)c(/C=N/Nc2ccc(Cl)cc2)c(=O)o1	8.0	.

# Whole records from above:
# `COc1ccc(OC)c(S(=O)(=O)NC2CCCCC2)c1` across the screens: RmlC RmlD mix = 4.4; RT RNaseH block = .
# `O=C(O)CN(c1ccc2c(c1)OCCO2)S(=O)(=O)c1ccccc1` across the screens: RmlC RmlD mix = -10.8; RT RNaseH block = -6.5

# Returning to the listing, starting 4 compounds before the break.
structure	RmlC RmlD mix	RT RNaseH block
CCC(NS(=O)(=O)c1ccc(C)cc1)C(=O)N1CCN(c2ccccn2)CC1 (centres undefined)	4.0	.
CC(=O)N1CCc2cc(S(=O)(=O)NCCC(=O)NCCc3ccccc3)ccc21	4.0	4.8
O=C(Nc1ccc(Cl)c(C(F)(F)F)c1)[C@@H]1CC=C[C@@H]2CCN(Cc3ccccc3)C(=O)[C@@H]21	3.9	.
Cc1cc(O)c(/C=N/Nc2ccc(Cl)cc2)c(=O)o1	8.0	.
Cc1[nH]c2ccccc2c1C(c1ccccn1)c1c(C)[nH]c2ccccc12	-1.5	.
CSC1=C(C#N)C(c2ccc(C)cc2)C2=C(CCCC2=O)N1 (centres undefined)	14.2	-3.2
CNC(=O)c1ccsc1NC(=O)c1ccc(Cl)s1	8.2	-34.1
Cc1cccc(NC(=O)c2cc(NC(=O)C3CCCCC3C(=O)O)ccc2N2CCCCC2)c1 (centres undefined)	6.1	-5.6
CCOc1cc(S(=O)(=O)NCCc2ccccc2C)c(OCC)cc1-n1cnnn1	-0.4	-5.1
COC(=O)C(C)N(C#N)c1nc(NC(C)C)nc(SC)n1 (centres undefined)	2.5	.
C/C(CC(=O)Nc1ccccn1)=N\NC(=O)Cc1cccc2ccccc12	5.2	.
Clc1ccc(Br)cc1-c1nc(-c2cccnc2)no1	.	-16.1
c1ccc(-n2nnnc2SCc2cccc(CSc3nnnn3-c3ccccc3)n2)cc1	-9.2	.
CCOc1ccc(CCNC(=O)CN(C)S(=O)(=O)c2ccc3c(c2)CCC(=O)N3)cc1OCC	22.0	-8.1
CCN(CC)C(=O)C1CCCN(c2ncnc3c2cnn3-c2cccc(C)c2)C1 (centres undefined)	.	-2.4
CCc1nnc(NC(=O)c2ccc(COc3ccc(C)cc3)o2)s1	-1.4	7.8
CCOc1ccc2[nH]c(=O)c(C(c3nnnn3Cc3ccco3)N3CCC(C)CC3)cc2c1 (centres undefined)	-17.8	9.0
Cc1cccc(Cn2c(Sc3nc(C)cs3)nc3c2c(=O)[nH]c(=O)n3C)c1	6.9	3.8
Nc1nc(SCC(=O)N2CCc3ccccc3C2)[nH]c(=O)c1-c1ccccc1	-7.0	-13.4
CCOC(=O)N1CCC(N2CC34C=CC(O3)C(C(=O)Nc3ccc(C(C)C)cc3)C4C2=O)CC1 (centres undefined)	-1.5	-5.0
CS(=O)(=O)N(CC(=O)Nc1ccccc1C(=O)N1CCOCC1)c1ccccc1	-14.2	.
CCC1(C)OC(=O)N2CCc3c(C)[nH]c4c(C)ccc(c34)C21C (centres undefined)	4.0	-9.2
COc1ccc(NS(=O)(=O)c2cccc(-c3nnc(-c4ccccc4)o3)c2)cc1	7.9	.
CCOC(=O)N1CCN(C(=O)CCCn2c(=S)[nH]c3ccccc3c2=O)CC1	9.9	-7.5
Cc1cc(S(=O)(=O)NCc2ccco2)c(C)s1	.	-5.3
CCOC(=O)CSc1nc(-c2cccs2)nc2c1c(=O)n(C)c(=O)n2C	.	-4.6
CCCCCCC1CC(CSC(=N)N)OC1=O (centres undefined)	10.3	.
Fc1ccc(CNc2nc3ccccc3n3cnnc23)cc1	-6.1	.
COC(=O)/C=c1/s/c(=C(/C#N)C(=O)N2CCOCC2)n(-c2ccccc2)c1=O	-4.4	9.4
COc1ccc(C2C(C#N)=C(N)N(c3sc4c(c3C#N)CCCC4)C3=C2C(=O)CC(C)(C)C3)cc1OC (centres undefined)	-10.7	.
O=C(Oc1cccnc1)c1ccc(Cl)cc1	9.7	-3.2
O=C(CN(Cc1ccc2c(c1)OCO2)C(=O)CNS(=O)(=O)c1ccccc1)NCC1CCCO1 (centres undefined)	4.3	-4.0
COc1cccc(-c2nnn(CC(C)=O)n2)c1	-5.2	.
O=[N+]([O-])c1ccc(Sc2nc3ccccc3o2)c([N+](=O)[O-])c1	-10.6	.

structure	RmlC RmlD mix	RT RNaseH block
Cc1nn(Cc2ccc(Cl)cc2Cl)c(C)c1NC(=O)Cn1nc([N+](=O)[O-])c(Cl)c1C	-1.2	.
COc1ccc(C2Nc3ccccc3C(=O)N2Cc2ccco2)cc1COc1ccc(NC(C)=O)cc1 (centres undefined)	-24.0	10.0
CCCn1nc2cc(C(=O)NC3CCc4ccccc43)ccc2c1OCC (centres undefined)	9.8	.
O=C(Nc1nc(-c2ccc(Cl)s2)cs1)c1cccs1	-9.0	30.9
O=C(O)CCSc1nnc(-c2ccncc2)n1-c1ccccc1	-2.5	2.1
CCOC(=O)C(N)CSC1CC(=O)N(c2ccc(C(=O)OC)cc2)C1=O (centres undefined)	-6.1	-6.0
CCC(C)NC(=O)NC(=O)N(C1CCCCC1)S(C)(=O)=O (centres undefined)	82.4	.
NC1=NC[C@H](c2ccccc2)N1CCCCC1CCCCC1	22.3	.
Cc1cc(=O)n2[nH]c(-c3ccc(F)cc3)cc2n1	3.7	-12.9
CC1(C)C(C#N)=C(N)OC2=C1C(=O)CCC2	12.4	-11.5
C#CCOCCOCCOCCNc1nc(N2CCN(C(=O)[C@H](Cc3cc4ccccc4[nH]3)n3cc([C@@H](N)C(C)CC)nn3)CC2)nc(N2CCN(C(=O)[C@H](CCCCN)n3cc([C@@H](N)CC(C)C)nn3)CC2)n1 (some centres undefined)	-15.3	.
COc1cccc(/C=C2\N=C(c3c(-c4ccccc4)noc3C)OC2=O)c1	-7.5	.
CCOC(=O)c1nnn(-c2nonc2N)c1CNc1ccccc1	7.2	-22.4
Cc1cc(C)nc(Nc2n[nH]c(COc3ccc(Cl)cc3)n2)n1	3.3	18.9
O=C(CCS(=O)(=O)c1ccccc1)Nc1nc(-c2ccccn2)cs1	-3.7	3.6
O=C(COc1ccccc1Cl)NNC(=O)C1CCCO1 (centres undefined)	6.3	.
Cc1c(/C=C/C(=O)c2ccccc2)cnn1C	-13.4	.
Cc1ccc(OCC(O)CNS(=O)(=O)c2ccccc2C(=O)O)cc1 (centres undefined)	3.7	-2.1
Cc1ccc(/C=c2/sc3n(c2=O)CCCN=3)o1	-5.6	.
O=S(=O)(c1ccc(S(=O)(=O)n2cnc3ccccc32)cc1)N1CCCCCC1	9.1	-10.7
Cn1c2c(c(=O)n(C)c1=O)C(NC(=O)C(C)(C)C)(C(F)(F)F)C(=O)N2 (centres undefined)	-76.0	4.8
C[N+]12CCC(CC1)C(C#N)(N1CCOCC1)C2 (centres undefined)	7.6	-3.1
CCCc1[nH]nc2c1C(c1ccc(OC)cc1OC)C(C#N)=C(N)O2 (centres undefined)	3.3	-0.4
CCOC(=O)C1=C(C)NC(=O)NC1c1ccc2c(c1)OCO2 (centres undefined)	11.7	-16.5

# These rows are one share of the data; count on the stated rates, not on these rows.
